CaV13 FRET inh: Disruptors of the CACNA1D IQ motif to Ca2+-dependent inactivation inhibitor domain association, primary screening, Förster resonance energy transfer in intact living …; hit rate 0.098% among 340,000; inhibition, % at 12.3 µM; HEK cells, CFP/YFP FRET ICDI-IQ, plate reader, 10 min; percent FRET-ratio fall versus neutral wells;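 active means mean replicate inhibition of at least 30% and at least 1% of replicates passing that level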;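 further: 0% = median of the neutral control wells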
ABCB6 inh MLPCN: inhibitors of human ABC transporter ABCB6; K562-ABCB6 porphyrin accumulation, flow cytometry, 1 h; stronger effect = lower value; fluorescence ratio to DMSO, % at 10 µM; hit rate 0.19% among 360,000; AID 602162;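 active means fluorescence ratio to DMSO below 75%, the collection mean minus 3 SD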;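 further: signal is porphyrin accumulated inside mitochondria; 100% equals median channel fluorescence of DMSO control wells; lower ratio means ABCB6 inhibition with less porphyrin fluorescence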
Cardio protect: myocardial damage modulation in H9c2 cells | H9c2 cardiomyocytes, H2O2 injury protection, ATPLite, 2 h | protection from H2O2 cell death, % at 20 µM | hit rate 0.63% among 360,000;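 active means compounds giving at least 50% protection of heart cells from peroxide-induced death in the single-dose screen, raw or plate-pattern-corrected value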;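 further: 0% = DMSO wells with peroxide and 100% = DMSO wells without peroxide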
Granule exo inh: blocks lytic granule exocytosis | TALL-104 LAMP-1 surface exposure, flow cytometry; cells stimulated with thapsigargin and PMA | inhibition, % at 10 µM | hit rate 0.66% among 360,000 | AID 651702;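 active means inhibition above about 55%, limit read from the data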
MC4R barr agon: activates human MC4R beta-arrestin recruitment. U2OS MC4R beta-arrestin complementation, luminescence; percent of melanotan II response, DMSO zero. activation, % at 8.9 µM. hit rate 0.98% among 360,000;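 active means activation above a per-plate cutoff, the mean activation of sample wells on that plate plus 3 SD, cut at about 8% in these data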
Target sequence (P32245 whole entry, looked up): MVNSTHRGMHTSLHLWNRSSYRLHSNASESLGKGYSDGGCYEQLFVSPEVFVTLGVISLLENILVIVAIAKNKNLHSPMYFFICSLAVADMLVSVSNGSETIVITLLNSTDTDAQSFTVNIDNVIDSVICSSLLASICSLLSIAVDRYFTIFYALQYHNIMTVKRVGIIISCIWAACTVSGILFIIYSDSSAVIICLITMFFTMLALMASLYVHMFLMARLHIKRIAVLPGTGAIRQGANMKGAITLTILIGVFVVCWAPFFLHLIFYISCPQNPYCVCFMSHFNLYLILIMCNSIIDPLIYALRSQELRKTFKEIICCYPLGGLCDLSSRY
MC4R antagonist: antagonists of human melanocortin 4 receptor (MC4R); MC4R-expressing cells, MTII-stimulated cAMP, LANCE TR-FRET; inhibition, % at 6.5 µM; hit rate 0.48% among 360,000; AID 540295;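 active means inhibition above its plate's cutoff, the mean of tested wells on that plate plus 3 SD, cut at about 29% in these data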;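 further: 0% = Melanotan II alone and 100% = Melanotan II plus saturating MCL0020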
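Assay system: U2OS cells stably expressing human melanocortin 4 receptor (MC4R) / Dosing: 6.5 µM / Timing: compound 30 min, challenge 1 h, detection 1 h / Measured by: Eu-cAMP/anti-cAMP TR-FRET, emission 671 nm / Replicates: singlicate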
PDI turbidity: inhibitors of human protein disulfide isomerase; P07237; PDI insulin aggregation turbidity, A650, 90 min; inhibition, % at 10 µM; hit rate 0.052% among 350,000;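 active means mean inhibition across replicates of 30% or more, whatever share of single replicates reach that level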;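 further: absorbance from insulin aggregation driven by PDI reduction with DTT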
Target sequence (P07237 whole entry, looked up): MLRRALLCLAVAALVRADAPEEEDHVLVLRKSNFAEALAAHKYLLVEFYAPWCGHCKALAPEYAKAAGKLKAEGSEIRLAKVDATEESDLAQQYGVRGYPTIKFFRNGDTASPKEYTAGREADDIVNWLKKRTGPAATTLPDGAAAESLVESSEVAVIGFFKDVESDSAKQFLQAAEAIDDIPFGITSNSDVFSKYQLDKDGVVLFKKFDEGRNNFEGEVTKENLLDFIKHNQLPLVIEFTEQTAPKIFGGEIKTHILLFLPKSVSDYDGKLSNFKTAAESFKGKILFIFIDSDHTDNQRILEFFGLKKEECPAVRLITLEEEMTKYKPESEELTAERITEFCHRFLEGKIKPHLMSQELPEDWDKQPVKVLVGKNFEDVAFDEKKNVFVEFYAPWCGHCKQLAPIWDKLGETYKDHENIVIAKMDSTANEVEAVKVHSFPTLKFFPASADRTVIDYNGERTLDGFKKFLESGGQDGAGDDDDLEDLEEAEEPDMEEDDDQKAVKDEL
ABHD5-PLIN5 inh: inhibitors of human ABHD5-perilipin-5 interaction; AID 602281; inhibition, % at 4 µM; Split G. princeps luciferase complementation, luminescence, 4 h; Q00G26+Q8WTS1; hit rate 0.78% among 360,000;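 active means inhibition above the mean inhibition across every tested compound plus 3 SD, cut at about 22% in these data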;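 further: 0% = DMSO only wells and the 100% control is not disclosed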
N-glyco inh: blocks N-linked glycosylation in D54 reporter cells; reporter increase, % at 12.5 µM; AID 588692; D54 ERlucT glycosylation luciferase reporter, 24 h; percent of 100 nM tunicamycin response; hit rate 0.23% among 360,000;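 active means mean luciferase reporter signal, scaled so untreated is 0 and the glycosylation-blocking control 100, at or above a set limit in every replicate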;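 further: luciferase carries N-glycosylation sites so blocking glycosylation raises the light; 0% = median of neutral control wells and 100% = median of 100 nM tunicamycin wells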
m5-HT2A agonist: activates the mouse 5-HT2A serotonin receptor. CHO-K1 mHTR2A beta-arrestin complementation, luminescence; percent of 30 µM serotonin response. activation, % at 7.6 µM. hit rate 0.66% among 360,000. AID 624169;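 active means activation above a run cutoff, the mean activation of all tested compounds plus 3 SD, cut at about 14% in these data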;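 further: 0% = plate median of compound wells and 100% = 30 µM serotonin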
The depositor's hits bear a star; . = no result given. Random draw from the library. Share with any hit: about 4.2%.

SMILES	CaV13 FRET inh	ABCB6 inh MLPCN	Cardio protect	Granule exo inh	MC4R barr agon	MC4R antagonist	PDI turbidity	ABHD5-PLIN5 inh	N-glyco inh	m5-HT2A agonist
Nc1nc(SCC(=O)N2CCCc3ccccc32)[nH]c(=O)c1-c1ccccc1	-8	98	-1	0	-0.7	3	5	-2	-3	-5
CCCNC(=S)N(Cc1cc2cc(C)ccc2n2nnnc12)CC(C)(C)CN(C)C	-9	99	6	12	-2.2	4	15	2	-5	-10
CCOC(=O)c1c(C)nc2sc3c(c2c1-c1ccc(OC)cc1)NC(c1ccccc1)NC3=O (centres undefined)	.	95	26	2	-1.3	-31	-5	2	1	-4
O=C1/C(=C/c2ccccn2)SC(=S)N1c1cccc(O)c1	-14	98	3	-3	1.2	6	0	5	0	-1
COCCn1c(SC)nnc1-c1c[nH]c2ccccc12	-5	101	6	10	0.5	0	.	2	1	4
Cc1nnc(SCC(=O)NC(C)(C)C)n1NCc1ccc(Cl)cc1	-7	98	-4	-2	-1.8	-6	-4	-1	-2	-3
Cc1cc(C(=O)CC#N)c(C)n1-c1ccc(OC(F)F)cc1	.	125	-11	-4	-1.9	1	1	-3	-1	-1
COC(=O)c1[nH]c2ccc(F)cc2c1NS(=O)(=O)c1ccc(OC)cc1OC	-5	88	6	2	-0.2	-1	-6	1	-1	-7
O=C(NNC(=O)C1CC1c1ccccc1)Nc1cccc(Cl)c1 (centres undefined)	-6	96	1	-2	-3.4	1	-6	1	1	7
COC(=O)COc1ccc(S(=O)(=O)Nc2ccc(NC(C)=O)cc2)cc1C	-4	98	1	3	-2.3	2	-8	3	1	0
COc1ccccc1/C=C1/C(=O)N(c2cc(C)cc(C)c2)C(c2cccc([N+](=O)[O-])c2)S1(=O)=O (centres undefined)	-3	102	18	11	-2.2	8	0	6	2	3
CCC1(C)OC(=O)N(CCCn2ccnc2C)C1(C)O (centres undefined)	-5	91	0	-2	-0.5	-2	15	-1	0	-1
Cc1nc(NC(=O)c2ccccc2)sc1-c1csc(NCc2ccco2)n1	.	105	7	-7	-1.6	15	-3	-3	-5	-5
Cc1cc(-c2onc(C)c2C(=O)N/N=C/c2ccccc2)no1	-5	93	-6	-3	-0.3	-1	-2	1	1	-4
Cc1c(C(=O)NCc2c(F)cc(F)cc2F)oc2ccc(S(=O)(=O)N3CCOCC3)cc12	-3	97	28	-12	0.5	10	5	2	-2	5
O=C(COC(=O)c1ccc([N+](=O)[O-])s1)Nc1ccc(Cl)cn1	-18	108	55*	-6	-0.5	5	2	4	-2	9
O=[N+]([O-])c1cccc(CN2CCN(S(=O)(=O)Cc3ccccc3)CC2)c1	-3	99	-3	3	-2.4	0	9	-7	4	0
COc1ccc(C(c2c(NC(=O)c3ccco3)sc(C)c2C)N2CCOCC2)cc1OC (centres undefined)	-4	96	-2	-3	-2.5	20	-7	-6	0	2
Cn1c(COc2ccc(Cl)cc2Cl)nnc1SCC(=O)NCC1CCCO1 (centres undefined)	-4	95	-6	0	-2.2	9	1	-4	0	2
COCc1nnc(NC(=O)c2cc(Cl)ccc2OC)s1	-3	98	-1	1	-1.3	17	5	-4	-2	1
CC(=O)CSc1nsc(SCC(C)=O)c1C#N	.	98	10	3	-4.0	-1	6	-31	0	-2
CC(=O)Oc1ccc2c(c1)Oc1cc(OC(C)=O)ccc1C21OC(=O)c2ccccc21	.	.	7	6	0.6	9	-5	-9	-1	0
C/C(=N\NC(=O)C1COc2ccccc2O1)c1ccc(Cl)s1 (centres undefined)	0	97	-1	-2	4.6	12	2	0	-2	0
COc1cccc(OCC(Cn2cnc3ccccc32)OC(C)=O)c1 (centres undefined)	-19	102	-1	-8	-2.5	-1	5	4	3	0
CCc1ccc(C(=O)CN2C(=O)NC3(CCCCCC3)C2=O)cc1	-6	101	-8	2	-1.8	2	-2	-2	3	-3
CC(OC(=O)Cc1coc2ccc3ccccc3c12)C(=O)NC(N)=O (centres undefined)	-5	88	4	0	-0.9	6	0	3	0	-2
O=C(COC(=O)c1cc(F)cc(F)c1)NCCCc1ccccc1	-3	95	-1	12	-1.1	2	4	5	3	5
COc1ccc(C(=O)Nc2ccccc2C(=O)N2CCCCCC2)cc1	-6	100	4	0	2.7	6	6	-3	-1	0
CCSc1nc(-c2ccccc2)c2cc(Cl)ccc2n1	-4	96	-14	-4	-1.4	5	-9	-1	0	10
O=C(NC1CCCC1)C(c1ccncc1)N(C(=O)Cc1cccs1)c1ccc(F)cc1 (centres undefined)	-8	102	7	-18	0.6	7	-20	-1	0	8
O=C(O)c1ccc(Cl)c(NC(=O)C2CCCN2S(=O)(=O)c2cccc3nsnc23)c1 (centres undefined)	-4	93	4	-4	-1.3	-2	-4	7	2	-2
O=C(NC1CCCCC1)c1nc(C2CCNCC2)oc1-c1ccccc1	.	95	16	-8	.	.	.	-3	0	-2
OC(c1ccc(-c2ccccc2)cc1)c1ncc(-c2cccc(F)c2)[nH]1 (centres undefined)	-5	95	-14	-2	8.1	16	-2	-4	4	4
Cn1c(SCC(=O)N2CCOCC2)nc2c(c1=O)SCC2	-5	91	3	6	-2.4	1	2	-6	1	-4
NNC(=O)c1cc(NS(=O)(=O)c2cccs2)cc(NS(=O)(=O)c2cccs2)c1	-4	96	1	0	-1.2	10	9	5	1	-9
Cc1ccc(O)c(Nc2ncnc3ccc([N+](=O)[O-])cc23)c1	-4	98	9	-1	0.0	2	-7	-3	-7	-1
CN(C)S(=O)(=O)c1cccc(C(=O)NCCCn2ccnc2)c1	8	99	0	2	-3.1	13	12	-2	0	-3
Nc1nnc(SCC(=O)OCC(=O)NC23CC4CC(CC(C4)C2)C3)s1	-4	99	6	1	-0.5	8	-2	5	0	2
CCCOc1ccc(-c2nn(-c3ccccc3)cc2/C=C2\SC(N)=NC2=O)cc1C	-4	97	-5	-1	2.5	20	-3	6	-4	-1
Nc1nnc(CCc2ccccc2)s1	-3	102	-2	-4	-2.2	2	3	-8	-1	-4
CCO[C@@H]1OC(C(=O)NCc2ccccc2)=C[C@H](C(C)(C)C)[C@H]1CCCO	-11	100	0	-2	-1.0	9	8	0	0	-4
CCn1cc(C(=O)NCC(OC)OC)c(=O)c2cc(S(=O)(=O)N3CCOCC3)ccc21	-7	98	-1	-3	-1.0	9	-6	-1	1	0
O=C(NCc1ccccc1)C(c1ccccc1F)n1c(=O)c(-c2ccco2)nc2ccccc21 (centres undefined)	-12	.	.	1	.	.	.	67*	.	2
O=C(OCc1ccccc1)N1CCC2CC1c1cc(-c3ccc(F)cc3)ccc12 (centres undefined)	-10	96	-17	-3	0.5	14	15	-14	0	-9
NS(=O)(=O)c1ccc(CCNC(=O)CNS(=O)(=O)c2cccc(Br)c2)cc1	.	95	1	-4	-1.9	2	4	-2	-2	-5
Cc1ccc(NC(=O)CC2OC(=O)c3ccccc32)cc1S(=O)(=O)N1CCCCCC1 (centres undefined)	-17	96	-1	-2	-0.1	3	2	2	-1	8
CCOc1cc(CNc2nn[nH]n2)ccc1OCC(=O)NC(C)(C)C	-5	100	6	-2	-1.3	-3	-2	2	2	2
CCn1c(C)nnc1SCC(=O)Nc1cccc(C(F)(F)F)c1	-5	99	11	-3	-1.0	1	-25	2	0	2
COc1ccccc1[C@H]1C(c2ccccc2)=NN(c2ccccc2)[C@@H]1CO	.	99	0	2	3.6	16	-13	-7	-3	-2
COC(=O)[C@@]12C[C@@H](CC(=O)NCc3ccccc3)C(=O)N(Cc3ccco3)C1=CCC(C)(C)C2	-12	.	.	7	.	.	.	-10	.	0
NCC(=O)Nc1ccc(Br)cc1	8	93	3	-3	-0.5	-3	4	1	0	3
Cc1sc(NC(=O)c2ccccc2)c(C(=O)NCCN(C)C)c1C	-3	98	9	-6	-2.6	1	-3	5	-5	-4
CCc1ccccc1NC(=O)CN(C)C(=O)CSc1nnc(Nc2ccc(C)cc2)s1	-3	100	-4	-1	1.7	-2	-6	-2	-1	2
Cc1ccc(S(=O)(=O)N(C)C[C@H]2Oc3ccc(NC(=O)Nc4c(C)noc4C)cc3CC(=O)N([C@@H](C)CO)C[C@@H]2C)cc1	-10	100	2	-3	-0.4	2	-1	6	-1	5
COc1ccc(Cc2nnc(NC(=O)c3cccc(C)c3)s2)cc1	-6	97	7	-3	0.5	-1	0	5	2	-2
CCOc1ccccc1NC(=O)CSc1nnc(-c2cnccn2)n1CC	-9	90	-2	-1	1.4	1	17	6	-2	6
CCOc1ccc(C2=Nn3cnnc3SC2)cc1	-4	98	-6	0	-2.3	-10	-1	2	1	10
C=CC[C@@H](CC(=O)N(CCO)Cc1ccccc1)C(=O)N[C@H](C)COC(=O)[C@@H](CC=C)Cc1ccc(F)cc1	-5	95	6	-7	-1.3	3	1	12	0	-6
Cc1ccc(S(=O)(=O)N2CCN(C(=O)COC(=O)c3ccc(Br)o3)CC2)c(C)c1	-5	99	-5	16	-2.3	2	8	2	1	4
CCc1ccc(-c2nc(NC(=S)NC(=O)c3cccs3)sc2C)cc1	-8	100	-6	1	-1.4	2	-7	4	1	3

Carrying on.
SMILES	CaV13 FRET inh	ABCB6 inh MLPCN	Cardio protect	Granule exo inh	MC4R barr agon	MC4R antagonist	PDI turbidity	ABHD5-PLIN5 inh	N-glyco inh	m5-HT2A agonist
COc1cccc(CNC(=O)c2ccc(S(=O)(=O)N3CCCC3)cc2)c1	-4	96	3	0	-1.3	5	1	-2	-1	-2
CCC[C@@H](CN1CCC[C@H]1CN1C(N)=NC[C@H]1C(C)C)N1C[C@@H]([C@H](C)CC)N(CCCC2CCCC2)C1=N	-3	103	12	-2	-0.2	12	13	10	1	5
Cc1nn(-c2ccccc2)c(N)c1C(O)(C(F)(F)F)C(F)(F)F	-5	98	5	0	-1.7	-7	2	-1	1	1
Cc1ccc(C(=O)OCC(=O)c2ccccc2)cc1	-2	104	-15	-17	-1.9	3	-7	-5	-8	3
CC(=O)c1ccc(OCc2cc(C(=O)N3CC4C[C@@H]5CC3C[C@H](C4)C5)no2)cc1	-3	98	-16	-2	-3.4	-2	1	3	.	-3
CCCNC(=O)c1ccc(N2CCC3(CC2)CC(c2cccc(Br)c2)=NO3)c(NC(=O)c2ccc(Br)cc2)c1	-9	100	-2	-7	-0.5	5	-6	-10	-5	1
CSc1ncc(Cl)c(C(=O)Nc2cccc(C)c2)n1	-2	94	-3	3	0.7	1	8	1	1	4
Cc1sc2nc(CN3CCCC3)nc(N3CCN(S(=O)(=O)c4ccccc4)CC3)c2c1C	-5	96	15	-2	0.0	7	10	8	-5	-9
Cc1ccccc1N(C(=O)Cn1nnc(-c2ccc(F)cc2)n1)C(C(=O)NC(C)(C)C)c1ccncc1 (centres undefined)	8	94	15	1	0.3	17	8	-1	3	-1
CN1CCc2c(sc(/N=C/c3c[nH]c4ccccc34)c2C#N)C1	-4	143	4	-5	-1.7	-3	-17	2	0	0

Screening data from PubChem BioAssay.
